Source: PubChem
DTT redox prof: compounds producing H2O2 with reducing agent – biochemical, NIH compound library profiling, artefact control for MLSCN library redox annotation, primary screen | DTT-dependent redox cycling H2O2, phenol red/HRP absorbance; 100% = 100 µM peroxide control, 0% = buffer | activation, % at 10 µM | 200,000 compounds, 0.03% hits;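 active = activation of at least 50% relative to the plate's high and low controls in the primary single-dose screen; inactive = activation below 50%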;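 note: compound incubated with DTT at 0.8 mM final as the reducing agent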
PPARg SRC-3 ag: agonists of human PPARgamma SRC-3 coactivator recruitment; biochemical PPARgamma/SRC-3 coactivator recruitment assay; 200,000 compounds, 0.26% hits; activation, % at 8 µM; P37231; in the data active = activation above about 23%;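 note: 0% = DMSO and 100% = reference agonist; some compounds past the cut are filed as inactive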
Target sequence (P37231 whole entry, looked up): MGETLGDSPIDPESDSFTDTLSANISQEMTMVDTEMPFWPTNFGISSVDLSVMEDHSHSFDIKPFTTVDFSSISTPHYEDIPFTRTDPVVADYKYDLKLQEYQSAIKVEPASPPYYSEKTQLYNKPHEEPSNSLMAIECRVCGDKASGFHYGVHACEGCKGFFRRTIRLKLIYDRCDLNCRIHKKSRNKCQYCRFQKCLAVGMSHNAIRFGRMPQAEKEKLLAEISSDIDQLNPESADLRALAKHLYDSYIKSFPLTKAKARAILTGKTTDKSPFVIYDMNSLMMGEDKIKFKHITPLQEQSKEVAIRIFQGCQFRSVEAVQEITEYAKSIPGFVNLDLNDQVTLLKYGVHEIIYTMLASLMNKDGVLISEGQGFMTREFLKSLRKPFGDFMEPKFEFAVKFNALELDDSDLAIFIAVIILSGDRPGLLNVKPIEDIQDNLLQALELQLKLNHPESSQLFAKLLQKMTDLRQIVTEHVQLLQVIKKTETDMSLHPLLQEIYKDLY
Efa HMGR inh: inhibitors of class II HMG-CoA reductase from Enterococcus faecalis. purified E. faecalis HMGR, NADPH absorbance 340 nm kinetic. inhibition, % at 10 µM. 190,000 compounds, 0.41% hits. AID 1066;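 active = inhibition above a set limit, the median over all tested compounds plus 3 SD, cut at about 9.5% in these data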;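 note: enzyme runs in reverse so mevalonate oxidation gives rising NADPH absorbance; 0% = complete reaction with DMSO and 100% = background rate lacking mevalonate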
S1P3 antagonist: blocks the human S1P3 receptor; Q99500; CHO S1P3 NFAT-BLA reporter, FRET fluorescence, antagonist mode; inhibition, % at 4.98 µM; 170,000 compounds, 0.27% hits; AID 485;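 active = inhibition above the plate cutoff, the mean inhibition of test wells on that plate plus 3 SD, cut at about 28% in these data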;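 note: cells challenged with S1P at its EC80 of 0.8 µM; blue over green emission ratio from cleaved BLA substrate after 4 h stimulation; 0% = S1P-stimulated wells and 100% = unstimulated DMSO-only wells; some compounds past the cut are filed as inactive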
Target sequence (Q99500 whole entry, looked up): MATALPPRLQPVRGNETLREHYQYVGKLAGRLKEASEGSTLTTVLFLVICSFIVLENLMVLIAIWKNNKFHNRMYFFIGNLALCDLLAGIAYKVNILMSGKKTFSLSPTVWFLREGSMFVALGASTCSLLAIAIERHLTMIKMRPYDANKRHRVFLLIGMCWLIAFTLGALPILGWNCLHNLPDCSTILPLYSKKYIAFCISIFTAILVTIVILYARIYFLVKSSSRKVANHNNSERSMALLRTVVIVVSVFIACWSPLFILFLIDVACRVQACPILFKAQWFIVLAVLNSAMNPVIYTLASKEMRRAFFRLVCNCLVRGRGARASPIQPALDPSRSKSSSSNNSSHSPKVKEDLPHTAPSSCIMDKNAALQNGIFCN
PPARg SRC-1 ag: promotes SRC-1 coactivator recruitment by human PPARgamma. activation, % at 8 µM. PPARgamma-SRC-1 coactivator recruitment biochemical assay. P37231. 200,000 compounds, 0.41% hits; in the data active = activation above about 19%;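 note: 0% = DMSO and 100% = reference agonist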
PPARg SRC-2 ag: agonists of SRC-2 recruitment by human PPARgamma; P37231; PPARgamma LBD-SRC-2 recruitment, biochemical; activation, % at 8 µM; 200,000 compounds, 0.34% hits; AID 1032; in the data active = activation above about 22%;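 note: 0% = vehicle and 100% = reference agonist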
RAM inhibit: blocks the yeast RAM network; inhibition, % at 50 µM; S. cerevisiae dse1pr::URA3 reporter, 5-FOA growth OD615, 2 d; analog-sensitive cbk1-as2 kinase mutant strain; 190,000 compounds, 1.8% hits;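 active = inhibition above a set limit, 3 SD over mean compound inhibition, cut at about 8.4% in these data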;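 note: 0% = DMSO-only wells with no growth and 100% = 10 µM 1-NA-PP1 full growth; inhibition rescues growth on 5-FOA so higher OD means more RAM inhibition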
TR-FRET SRC-2 ct: counter-screen for PPARgamma SRC-2 recruitment agonists: TR-FRET artefact. stronger effect = higher value. TR-FRET ratio at 8 µM. 200,000 compounds, 0.4% hits; in the data active = TR-FRET ratio above about 2000; note: inactives centre near 1500
bIAP inh: blocks bovine intestinal alkaline phosphatase activity | inhibition, % at 20 µM | purified bovine IAP, CDP-star luminescence, 30 min | 190,000 tested, under 10 active;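 active = over 50% inhibition of intestinal alkaline phosphatase at 20 µM in the single-dose screen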
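test system = bovine IAP enzyme | medium = DEA buffer 100 mM, pH 9.8, with MgCl2 1.0 mM, ZnCl2 0.02 mM | detection = luminescence | dosing = single compound dose of 20 µM, 2% DMSO final | incubation = 30 min reaction at room temperature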
Lmaj promast: Leishmania major promastigote growth inhibition. Leishmania major promastigotes, resazurin fluorescence viability. inhibition, % at 10 µM. 200,000 compounds, 9% hits. AID 1063; in the data active = inhibition above about 50%;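 note: promastigotes grown with compound for 44 hours at 28 °C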
ROMK mod: modulates human ROMK potassium channel activity; B-score at 10 µM; Tet-inducible ROMK, thallium flux fluorescence; actives lie on both sides; 130,000 compounds, 2% hits; AID 1918; P48048;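 active = signal ratio slope over the read window, or its plate-corrected B-score, at least 3 SD from the plate mean, either direction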;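 note: B-score of the F/F0 ratio slope over 7 to 12 s after thallium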
The depositor's hits bear a star; / = not tested or not shown.

Values run as follows: ROMK mod | DTT redox prof | Lmaj promast | PPARg SRC-1 ag | bIAP inh | RAM inhibit | PPARg SRC-3 ag | S1P3 antagonist | PPARg SRC-2 ag | TR-FRET SRC-2 ct | Efa HMGR inh
1) CCCCCCCCc1nc(SC(C)C(=O)O)n[nH]1 (stereo not drawn)
  0.77 | 0.3 | -10 | 6 | 17 | -0.5 | -1 | 4 | 6 | 1530 | -3
2) Cc1[nH]n(-c2ccc([N+](=O)[O-])cc2)c(=O)c1/C=N/N1CCOCC1
  0.021 | -0.1 | -4 | 4 | -7 | 1.4 | -1 | -4 | -7 | 1495 | -3
3) O=C(C1=C[C@@H](C2CC2)C[C@@H](OCCCCO)O1)N1CCN(Cc2ccc3c(c2)OCO3)CC1
  / | -0.3 | -3 | 2 | -38 | 2.0 | 4 | -26 | 8 | 1606 | -3
4) CCOc1ccc(C2C(C#N)=C(N)Oc3cc(C)n(CCN(C)C)c(=O)c32)cc1OCC (stereo not drawn)
  0.31 | 0.5 | -4 | 5 | 3 | 1.0 | -10 | -6 | 8 | 1647 | 0
5) Cc1cc(O)ccc1N=Cc1c(C(F)(F)F)[nH][nH]c1=O
  -0.59 | -0.9 | 52* | 7 | 2 | 0.8 | 10 | 0 | 8 | 1808 | 0
6) CN(CC(O)Cn1cnc2c1c(=O)n(C)c(=O)n2C)c1ccccc1 (stereo not drawn)
  1.2 | -0.8 | -5 | 9 | 11 | 1.7 | 4 | 0 | 4 | 1710 | -4
7) Cc1cc(NC(=O)CN2CCN(c3cccc(Cl)c3)CC2)no1
  -0.37 | 4.2 | -3 | 2 | 5 | 3.1 | 3 | -8 | 5 | 1638 | -5
8) Nc1nc(N2CCN(c3ccc(F)cc3)CC2)n[nH]1
  -0.44 | -0.2 | -1 | -4 | 3 | 2.0 | 0 | -12 | -4 | 1615 | -1
9) CC(C)OC(=O)C(C#N)c1nc2ccccc2nc1N1CCCC1 (stereo not drawn)
  -2 | 0.1 | 2 | 5 | -5 | 2.7 | -2 | / | 2 | 1557 | -2
10) CC(Sc1nc2ccccc2c(=O)[nH]1)C(=O)O (stereo not drawn)
  0.68 | 0.5 | -7 | 3 | 8 | 2.4 | -2 | / | 7 | 1702 | 0
11) CCOC(=O)c1c(NC(C)=O)sc2c(OC)c(Br)ccc12
  -0.061 | 0.1 | -1 | 4 | 15 | 5.1 | 8 | / | 10 | 1550 | -2
12) CN(NC(=O)C(C)(C)C)c1nc(-c2ccccc2)nnc1C(F)(F)F
  / | -2.7 | -3 | 3 | 11 | 1.7 | 11 | / | 8 | 1641 | 4
13) Cc1ccc(NC(=S)NCc2ccccn2)cc1
  / | 0.2 | 50* | 3 | -2 | 1.1 | 19 | / | -1 | 1557 | 2
14) COCc1nc2sc3c(c2c(=O)[nH]1)CCCC3
  0.024 | -0.1 | -7 | -3 | 25 | -0.7 | -1 | 1 | -2 | 1498 | 2
15) Cc1cc(NC(=O)CSc2n[nH]c(-c3cccs3)n2)no1
  / | -3.7 | -4 | -3 | 6 | -0.4 | -1 | / | 1 | 1567 | -4
16) CC(C)N(C(=O)Cc1ccccc1[N+](=O)[O-])C(C)C
  1.1 | -0.2 | -7 | 3 | -2 | 0.1 | 3 | -6 | 7 | 1419 | 0
17) O=C(NCCCNC1CCCCC1)c1ccc(/C=N/O)nc1
  / | 1.3 | -5 | 4 | 2 | 0.6 | 3 | 18 | 13 | 1510 | 1
18) CCCCc1nnc(NC(=O)CSc2nc(C)cc(=O)[nH]2)s1
  / | 0.0 | -3 | -3 | 15 | 0.9 | 7 | / | 6 | 1483 | 2
19) COCCNC(=O)Cn1ncc2ccsc2c1=O
  / | -1.2 | -7 | 3 | 6 | 1.5 | 0 | -2 | 4 | 1608 | -7
20) Cc1ccccc1C(=O)Nc1c(C(=O)N2CCCC2)cnn1-c1ccccc1
  0.48 | -0.6 | 5 | -4 | 3 | 1.8 | 7 | -47 | 0 | 1542 | -3
21) CCC(c1n[nH]c(=S)n1-c1ccccc1)N(C)C (stereo not drawn)
  / | -0.1 | -4 | 4 | 19 | 0.8 | 3 | -24 | 13 | 1600 | -5
22) CCOC(=O)c1c(C)sc2c1N(C(=O)CCl)c1cc(Cl)ccc1S2
  / | 0.2 | 101* | 5 | -3 | 6.7 | 2 | / | 1 | 1554 | -3
23) Cc1cccc(Cn2c(=O)c3c(nc4n3CCCN4Cc3ccccc3)n(C)c2=O)c1
  / | 0.5 | -2 | 3 | -4 | 2.8 | 20 | 4 | -2 | 1489 | 1
24) Cc1ccc(C)n1-c1ccc(C(=O)N/N=C/c2ccncc2)cc1
  -0.17 | 0.3 | 12 | -2 | -12 | 0.6 | -1 | -10 | 1 | 1323 | -13
25) CCOC(=O)N1CCN(C(=O)c2csc3c2CCCCC3)CC1
  / | 0.9 | -2 | -4 | -2 | -0.4 | -7 | -13 | -2 | 1556 | -2
26) Nc1nn2c(-c3ccccc3)cc(=O)[nH]c2c1N=Nc1ccc(O)cc1
  -0.022 | -1.6 | 44 | 13 | 45 | 6.7 | 3 | 6 | 7 | 1595 | -7
27) CCOc1nc(C#N)nc(N2CCCCC2)n1
  / | -2.5 | 5 | 2 | 5 | 1.8 | 1 | -5 | 5 | 1574 | 2
28) CC(=O)NCCc1csc(-c2ccccc2)n1
  0.51 | 0.7 | -1 | 8 | -15 | -0.2 | 10 | -12 | 4 | 1572 | 1
29) CC(C(=O)NC1C(=O)N2C(C(=O)O)=C(CSc3nnnn3C)CSC12)n1cc(Cl)cn1 (stereo not drawn)
  1.6 | -0.3 | 0 | -6 | 22 | 0.6 | -2 | -24 | -4 | 1584 | -1
30) COc1cc(C2N(C)CCC3(OCCO3)C2(C)C)cc(OC)c1OC (stereo not drawn)
  -0.016 | 0.1 | 58* | -2 | 6 | 1.5 | -2 | 5 | 2 | 1539 | 0
31) N#Cc1nc(COc2ccc(Br)cc2)oc1NCCN1CCOCC1
  -0.72 | -0.1 | -3 | 8 | -1 | 0.0 | -8 | / | 2 | 1571 | -1
32) CCN(CC1COc2ccccc2O1)C(=S)Nc1ccccc1 (stereo not drawn)
  -0.45 | -8.1 | -2 | 2 | 10 | 0.0 | -4 | / | 5 | 1443 | -2
33) CC(C)c1cccc(C(C)C)c1NC(=O)c1ccc(OCC(=O)NCc2ccccc2)cc1
  / | -0.4 | 30 | 0 | 8 | 1.0 | 3 | -17 | -4 | 1493 | 7
34) CC(C)C(OC(=O)c1nsc(Cl)c1Cl)C(=O)NC(C)(C)C (stereo not drawn)
  0.67 | -0.8 | -2 | -4 | 7 | -1.0 | -5 | 6 | 0 | 1602 | -4
35) c1ccc(-c2nnnc3ccccc23)cc1
  / | -0.2 | 2 | 2 | 1 | 2.8 | -1 | 7 | -4 | 1475 | 2
36) NC(=O)c1c(NC(=O)CN2C(=O)CCC2=O)sc2c1CCCCC2
  / | -0.4 | -5 | 7 | 6 | 1.7 | 10 | -36 | 7 | 1762 | -4
37) COc1cccc(NC(=O)c2cc(OC)c(OC)c(OC)c2Br)c1
  -0.29 | 0.0 | -6 | 2 | -10 | 2.0 | 1 | -3 | 3 | 1696 | 1
38) CCOc1ccccc1OCCCC(=O)N(C)CC(=O)Nc1cc(C)ccc1C
  0.42 | 0.6 | 4 | 0 | -18 | -0.1 | 2 | -1 | 7 | 1647 | 4
39) CC(=O)NC(Cc1ccccc1C)C(=O)NC1CCN(C(=O)c2cccc(C)c2)CC1 (stereo not drawn)
  1.5 | -0.2 | 0 | 6 | -7 | 0.6 | 2 | -11 | 3 | 1668 | 0
40) Cc1ccc(-n2c(C)cc(C(=O)COc3c(CO)cc(F)cc3CO)c2C)cc1C
  0.18 | -0.5 | 19 | 0 | 0 | 4.7 | 5 | 4 | 22* | 1818 | -1
41) CC(C)(C)NC(=O)CSc1nc2ccc(NC(=O)CSc3nnnn3Cc3ccccc3)cc2s1
  -0.43 | -0.1 | 11 | 3 | 11 | 4.2 | 0 | / | 6 | 1592 | -1
42) CCc1cc2c(=O)[nH]c(-c3ccccn3)nc2s1
  0.38 | -0.2 | 99* | -7 | 5 | -1.4 | -3 | 9 | -7 | 1566 | -2
43) Oc1c(C(c2cccc(F)c2)N2CCN(Cc3ccccc3)CC2)sc2ncnn12 (stereo not drawn)
  / | 0.0 | -6 | 2 | -8 | 1.0 | 4 | 10 | 6 | 1702 | -2
44) Cc1ccccc1NC(=O)N1CCN(c2ncccn2)CC1
  0.25 | -2.3 | -4 | -3 | 3 | 1.6 | 0 | 7 | 8 | 1450 | -2
45) CCCCNC(=O)CN1C(=O)NC2(CCCc3ccccc32)C1=O (stereo not drawn)
  / | 2.2 | -2 | -1 | 4 | 1.1 | -1 | / | -10 | 1308 | -3
46) COc1c(Cl)cnn(-c2ccc(Cl)c(Cl)c2)c1=O
  -0.92 | -0.2 | 1 | -2 | -15 | 1.1 | 2 | -26 | -1 | 1583 | 2
47) Cn1c(Cn2nnc3ccccc32)nnc1SCC(=O)c1ccc(F)cc1
  / | 2.4 | 28 | -4 | 4 | 1.2 | -7 | -16 | -7 | 1150 | -4
48) COc1ccc(NC(=O)CNC(=O)Cn2c(C)cc3ccccc3c2=O)cc1OC
  0.015 | 7.0 | -7 | 6 | 7 | 3.1 | 2 | -34 | 5 | 1503 | 7
49) Cc1ccccc1-c1noc(N)c1C#N
  -0.067 | -0.5 | 40 | 6 | 1 | -1.1 | 11 | -45 | 10 | 1488 | -1
50) Cc1cccc(N2CCN(c3ccc(NC(=O)/C=C\C(=O)O)cc3)CC2)c1
  0.22 | 0.8 | -2 | 0 | -14 | 4.1 | 8 | -2 | 9 | 1687 | -2
51) COC(=O)c1nc2ccc(C)cn2c1F
  / | -0.7 | -7 | -3 | 4 | 1.9 | -3 | / | 12 | 1451 | -3
52) OC1C=CSc2nc3ccccc3n21 (stereo not drawn)
  / | -1.4 | 5 | 5 | 9 | 1.8 | 0 | 3 | 7 | 1508 | -2
53) Cn1c(C(=O)N2CCc3ccccc3C2)cc2c(=O)n3ccccc3nc21
  -1.2 | -0.1 | 97* | -5 | -22 | -0.5 | -2 | 22 | -3 | 1468 | -2
54) S=C(Nc1ccc(Cl)cc1)NC1CC2CCCC(C1)N2C1CC1 (stereo not drawn)
  / | 1.7 | 38 | 6 | -19 | 0.9 | -2 | / | 6 | 1705 | 2

Part of the list above with just PPARg SRC-2 ag and S1P3 antagonist:
cpd | mol | PPARg SRC-2 ag | S1P3 antagonist
28 | CC(=O)NCCc1csc(-c2ccccc2)n1 | 4 | -12
2 | Cc1[nH]n(-c2ccc([N+](=O)[O-])cc2)c(=O)c1/C=N/N1CCOCC1 | -7 | -4
